Screens as filed in PubChem BioAssay.
TNF death inh: inhibitors of TNF-alpha triggered necroptosis, primary screen, cell-based, Jurkat FADD-/-, single concentration; Jurkat FADD-/- TNF necroptosis rescue, ATP luminescence, 24 h; 0 = TNF only, 100 = no-TNF cells; activation (protection from cell death), % at 10 µM; hit rate 0.068% among 220,000;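 active means activation, meaning protection from cell death, of at least 50% relative to plate controls; inactive means activation below 50%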;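 further: necroptosis triggered by 40 ng/mL TNF-alpha added together with compound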
Calpain2 inh: inhibitors of pig calpain II, primary screen, biochemical, fluorogenic peptide substrate, 1536-well | purified calpain II, 30 min | inhibition, % at 16 µM | hit rate 0.37% among 220,000 | AID 1236, 2008;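 active means inhibition above about 50%, limit read from the data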
zVAD death inh: inhibitors of zVAD-triggered necroptosis, primary screen, L929 cells; AID 1377, 2008; viability rescue, % at 10 µM; hit rate 0.38% among 220,000; L929 zVAD necroptosis rescue, ATP luminescence, 24 h; with zVAD 60 µM;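 active means activation, scaled between plate controls, above about 75%, limit read from the data; inactive means activation under that limit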;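 further: 0% = zVAD with DMSO and 100% = DMSO alone without zVAD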
Rad51 HR inh: human RAD51 strand exchange inhibitors, primary screen, biochemical, fluorescence; DNA repair protein RAD51 homolog 1 (Homo sapiens), Q06609; hRad51 DNA strand exchange, fluorescence dequenching; inhibition, % at 10 µM; hit rate 0.085% among 200,000; AID 1385, 2008;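 active means inhibition above 40% at the single screening dose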;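 further: 0% = DMSO control wells and 100% = blanks with heterologous ssDNA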
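Test system – preformed human Rad51 ssDNA filaments · Reagent – Donor/quencher-labelled 47-bp dsDNA substrate · Incubation – 37 °C 15-min filament assembly, 30-min compound preincubation, 15-min exchange · Signal – FRET fluorescence dequenching, excitation 485 nm, emission 520 nm · Read-out – percent inhibition from fluorescence, normalised to plate control and blank means · Benchmarks – plate control and blank wells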
eIF4E-4G inh: eIF4E–eIF4G protein interaction inhibitors, primary screen, biochemical, uHTS, TR-FRET, eIF4GI fragment. Eukaryotic translation initiation factor 4E (Mus musculus) + Eukaryotic translation …. TR-FRET eIF4E-eIF4GI(517-606) binding, 2 h. inhibition, % at 21.7 µM. hit rate 0.37% among 220,000;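 active means inhibition above about 30%, limit read from the data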;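 further: 0% = full FRET control wells and 100% = background wells lacking eIF4GI fragment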
Target sequence (P63073 whole entry, looked up, the tested form may be a part): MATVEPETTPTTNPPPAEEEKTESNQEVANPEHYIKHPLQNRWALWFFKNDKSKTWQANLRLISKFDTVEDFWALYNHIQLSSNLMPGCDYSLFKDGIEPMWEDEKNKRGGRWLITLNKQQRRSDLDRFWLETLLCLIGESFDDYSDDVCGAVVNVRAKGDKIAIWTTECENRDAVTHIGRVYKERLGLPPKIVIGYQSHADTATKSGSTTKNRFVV
Target sequence (Q04637 whole entry, looked up, the tested form may be a part): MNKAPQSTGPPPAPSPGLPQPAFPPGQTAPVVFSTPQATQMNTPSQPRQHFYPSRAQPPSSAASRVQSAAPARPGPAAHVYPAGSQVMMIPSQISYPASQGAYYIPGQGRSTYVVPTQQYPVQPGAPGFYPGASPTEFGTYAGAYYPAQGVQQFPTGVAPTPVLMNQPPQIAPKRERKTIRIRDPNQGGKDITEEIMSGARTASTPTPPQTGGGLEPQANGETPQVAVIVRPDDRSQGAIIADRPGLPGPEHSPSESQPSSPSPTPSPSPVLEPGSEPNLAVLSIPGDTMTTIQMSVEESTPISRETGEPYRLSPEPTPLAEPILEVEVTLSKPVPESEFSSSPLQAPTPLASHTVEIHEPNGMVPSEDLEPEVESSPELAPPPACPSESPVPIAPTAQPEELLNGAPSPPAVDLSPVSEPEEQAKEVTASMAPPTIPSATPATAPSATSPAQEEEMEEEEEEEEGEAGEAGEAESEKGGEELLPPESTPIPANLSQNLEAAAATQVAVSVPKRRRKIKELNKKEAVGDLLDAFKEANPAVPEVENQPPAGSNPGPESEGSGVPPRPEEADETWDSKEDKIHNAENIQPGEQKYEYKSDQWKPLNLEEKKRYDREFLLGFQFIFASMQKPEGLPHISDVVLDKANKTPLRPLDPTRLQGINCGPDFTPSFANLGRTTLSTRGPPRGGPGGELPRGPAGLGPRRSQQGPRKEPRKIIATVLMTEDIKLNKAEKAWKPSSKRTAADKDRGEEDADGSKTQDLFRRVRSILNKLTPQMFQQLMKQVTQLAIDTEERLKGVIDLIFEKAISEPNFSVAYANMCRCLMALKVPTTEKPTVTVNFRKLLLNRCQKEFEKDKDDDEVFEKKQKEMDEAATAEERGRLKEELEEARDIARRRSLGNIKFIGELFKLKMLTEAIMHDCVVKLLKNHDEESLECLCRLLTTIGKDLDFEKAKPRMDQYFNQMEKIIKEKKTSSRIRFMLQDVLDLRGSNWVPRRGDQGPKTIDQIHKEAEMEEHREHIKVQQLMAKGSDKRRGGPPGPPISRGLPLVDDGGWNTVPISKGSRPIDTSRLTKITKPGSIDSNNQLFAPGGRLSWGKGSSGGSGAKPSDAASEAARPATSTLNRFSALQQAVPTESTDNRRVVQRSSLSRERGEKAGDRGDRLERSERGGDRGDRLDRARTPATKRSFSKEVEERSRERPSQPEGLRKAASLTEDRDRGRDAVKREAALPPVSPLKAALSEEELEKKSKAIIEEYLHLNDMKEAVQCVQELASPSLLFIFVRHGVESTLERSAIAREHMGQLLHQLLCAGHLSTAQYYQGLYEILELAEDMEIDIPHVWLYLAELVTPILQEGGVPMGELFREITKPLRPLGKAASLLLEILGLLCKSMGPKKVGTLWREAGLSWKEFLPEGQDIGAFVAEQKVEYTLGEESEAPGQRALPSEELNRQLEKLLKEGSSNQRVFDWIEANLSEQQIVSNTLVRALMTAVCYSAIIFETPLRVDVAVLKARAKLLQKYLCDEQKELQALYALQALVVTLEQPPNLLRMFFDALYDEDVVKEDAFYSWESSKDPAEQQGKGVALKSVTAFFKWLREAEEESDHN
KCC2 mod: KCC2 cotransporter modulators, thallium flux, primary screen, cell-based, HEK293 KCC2, FluoZin-2 fluorescence, MLSMR; hit rate 2.2% among 190,000; KCC2 cells, thallium flux FluoZin-2 fluorescence; B-score of Tl+ flux slope (higher = more flux/activation; lower = inhibition) at 10 µM; Solute carrier family 12 member 5 (Homo sapiens), Q9H2X9; AID 1456, 2008;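 active means thallium flux slope and its plate-corrected score both differing from the plate sample mean at a set confidence after two filtering rounds, in either direction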;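 further: slope of fluorescence scaled to starting intensity during 10 to 20 s after thallium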
MDM2 E3 inh: MDM2-luciferase reporter signal enhancers, primary screen, MDM2 E3 ligase inhibitor project, cell-based, luminescence, 1536-well | cell-based MDM2 ubiquitination luciferase reporter, 2 h; 0 = plate control, 100 = twice control, blank-subtracted | signal enhancement, % at 5 µM | hit rate 0.11% among 210,000;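 active means signal enhancement of 30% or more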;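 further: luminescence tracks abundance of the self-degrading MDM2-luciferase fusion protein; higher signal means inhibition of MDM2 E3 ligase activity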
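Buffer or medium: Cells held in DMEM | Assay system: Stable mammalian line carrying autodegrading MDM2–luciferase fusion reporter | Quantity: 2000 cells/well | Times: 4 h settle plus 2 h compound, 37 °C | Doses: One concentration, 5 µM, with 0.2% DMSO | Technique: Luminescence with SteadyLite reagent, 15 min at room temperature | Benchmarks: Plate controls and plate blanks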
EBV gp42 inh: Epstein-Barr virus gp42 inhibitors, primary screen, biochemical, uHTS, fluorescence polarization; hit rate 0.42% among 220,000; Glycoprotein 42 (Epstein-Barr virus (strain AG876)), Q1HVG2; Fluorescence polarization binding assay, mP read-out; inhibition, % (tested at 21.74 µM); AID 1085, 2008; in the data active means inhibition above about 50%
PERK inhibitor: block of dimerizer-induced PERK translation repression, primary screen, PERK inhibitor project, CHO PERK-DD cells, SEAP luminescence, HTS | Eukaryotic translation initiation factor 2-alpha kinase 3 (Homo sapiens), Q9NZJ5 | CHO PERK-DD fusion, SEAP luminescence translation reporter | inhibition, % at 5.6 µM | hit rate 0.17% among 220,000 | AID 1416, 2008;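 active means inhibition above the mean inhibition of all tested compounds plus 3 SD, set separately per screening campaign, cut at about 2.9% in these data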;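 further: PERK kinase domain activated by AP20187 dimerizer at 100 nM; 0% = DMSO with dimerizer and 100% = rapamycin at 8.4 µM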
An asterisk follows results filed as active; . = no result given; [ ] = dose if it differs, or a comment.

cpd	mol	TNF death inh	Calpain2 inh	zVAD death inh	Rad51 HR inh	eIF4E-4G inh
1	CC(C)(C)OC(=O)NCCc1nnc(SCc2cccc(Cl)c2)o1	1.3	25	0.6	14	1
2	O=C(O)CCN1CCc2ccccc2C1c1cccs1 (stereo unspecified)	0.0	-24	1.8	5	4
3	Cc1ccc(Cl)c(OC(=O)Cn2cnc3c2c(=O)n(C)c(=O)n3C)c1	1.2	-19	2.2	-2	7
4	Fc1c(F)c(F)c(CSc2nc3ccccc3[nH]2)c(F)c1F	2.0	6	0.1	-5	2
5	COC(=O)CC(NC(=O)c1ccc(C)cc1)c1ccccc1 (stereo unspecified)	-0.6	-37	-0.2	9	2
6	Clc1ccc(C(c2nnnn2C2CCCC2)N2CCN(c3nc4ccccc4s3)CC2)cc1 (stereo unspecified)	3.3	.	-0.8	-1	.
7	CCCCCCCCCCCCCCCC(=O)NCCc1c[nH]c2ccccc12	-0.6	21	-0.2	.	1
8	CCCn1c(=O)[nH]c(=O)c2c1nc(-c1ccc3c(c1)OCCO3)n2CCN1CCOCC1	-3.1	-16	-0.1	0	2
9	COc1ccc(C(=O)C2CCN(C(=S)NCCc3ccc(OC)c(OC)c3)CC2)cc1	2.7	16	-0.4	-2	-1
10	CN1CCN(Cc2cc(=O)oc3ccc(Cl)cc23)CC1	-2.4	-38	-0.5	1	2
11	Cc1ccccc1CN(c1ccc(C(=O)NCc2ccccn2)cc1)S(C)(=O)=O	1.4	-13	1.1	26	-4
12	CC1(C)Cc2c(sc3nc4n(c(=O)c23)CCC4)CO1	0.4	-19	0.5	13	-8

cpd	KCC2 mod	MDM2 E3 inh	EBV gp42 inh	PERK inhibitor
1	-0.57	-2	-23	-1.4
2	0.75	7	-17	0.6
3	-1.7	21	-11	1.6
4	.	-9	6	0.3
5	0.022	-21	-7	0.5
6	-0.96	.	.	2.9
7	-0.43	-11	-21	0.4
8	-0.16	-18	-4	1.1
9	-0.12	-18	0	-1.3
10	0.3	-22	-7	0.3
11	0.91	-9	-16	0.7
12	0.23	-10	13	0.3

The results go on.
cpd	mol	TNF death inh	Calpain2 inh	zVAD death inh	Rad51 HR inh	eIF4E-4G inh
13	CSC(=NCc1cccnc1)NS(=O)(=O)c1cccs1	-3.6	-24	0.0	-5	2
14	O=C(CN1CCN(c2ncccn2)CC1)NCCC1=CCCCC1	0.0	0	0.3	7	3
15	CC(=O)c1ccc(NC(=O)c2ccc3nc(-c4ccco4)c(-c4ccco4)nc3c2)cc1	-1.4	-167	1.0	1	47*[fluorescence artefact?]
16	COc1ccc(Cl)cc1S(=O)(=O)N1CCN(C(=O)COc2ccccc2)CC1	-0.9	-11	-0.2	-14	2
17	O=C(COC(=O)C1CCN(C(=O)c2ccc(Cl)cc2)CC1)NC1CCS(=O)(=O)C1 (stereo unspecified)	0.4	-3	-0.1	10	-2
18	CCOC(=O)CN(C(=O)Cn1nnc(-c2ccc(OC)cc2)n1)C(C(=O)NC1CCCC1)c1ccc(F)cc1 (stereo unspecified)	-1.8	-9	-0.4	1	5
19	N#CCSc1nnc(-c2sc3ccccc3c2Cl)o1	-1.9	-8	-0.9	-4	0
20	COC(=O)c1ccc(NC(=O)C2CCCN2S(=O)(=O)c2ccc(F)cc2)cc1 (stereo unspecified)	0.6	2	0.9	-1	-4
21	CC(=O)Nc1cccc(N2C(=O)CCC2=O)c1	-1.0	18	0.1	-7	0
22	Cc1nnc(NC(=O)CSC2=NN3CCCC(=O)N=C3S2)s1	0.4	-69	0.7	-29	-4
23	O=C(NC(=S)Nc1ccccc1N1CCCCC1)c1cccs1	1.1	28	-0.2	-6	-5
24	CCC(=O)NC(c1ccc(C)cc1)c1cc([N+](=O)[O-])c2cccnc2c1O (stereo unspecified)	-7.2	11	1.6	9	-5

cpd	KCC2 mod	MDM2 E3 inh	EBV gp42 inh	PERK inhibitor
13	-0.25	-14	-16	0.4
14	0.38	-19	-18	0.1
15	.	-14	99*	-0.3
16	1.7	-7	-18	-0.8
17	0.53	-8	-4	2.0
18	-0.36	-1	-1	-0.5
19	.	-34	-9	1.7
20	-0.11	-12	-11	-0.7
21	0.41	-14	2	0.9
22	-2.3	-2	10	1.9
23	18*	-6	18	-0.4
24	0.53	11	-8	1.2

Three structures from above, ordered by molar mass, ascending:
cpd	mol	TNF death inh	Calpain2 inh	zVAD death inh	Rad51 HR inh	eIF4E-4G inh
19	N#CCSc1nnc(-c2sc3ccccc3c2Cl)o1	-1.9	-8	-0.9	-4	0
16	COc1ccc(Cl)cc1S(=O)(=O)N1CCN(C(=O)COc2ccccc2)CC1	-0.9	-11	-0.2	-14	2
17	O=C(COC(=O)C1CCN(C(=O)c2ccc(Cl)cc2)CC1)NC1CCS(=O)(=O)C1 (stereo unspecified)	0.4	-3	-0.1	10	-2

cpd	KCC2 mod	MDM2 E3 inh	EBV gp42 inh	PERK inhibitor
19	.	-34	-9	1.7
16	1.7	-7	-18	-0.8
17	0.53	-8	-4	2.0

(cont.)
cpd	mol	TNF death inh	Calpain2 inh	zVAD death inh	Rad51 HR inh	eIF4E-4G inh
25	COc1ccc(OC)c(S(=O)(=O)Nc2ccc(C(C)=O)cc2)c1	-0.3	8	0.2	4	-1
26	O=C(OCC(=O)c1c[nH]c2ccccc12)c1ccc(Br)o1	2.1	19	0.7	0	4
27	Cc1ccc2cc(CCNC(=O)CC(C)C)c(=O)[nH]c2c1	1.5	-9	1.7	-6	3
28	COC(=O)c1scc(C)c1NC(=O)CC1NCCNC1=O (stereo unspecified)	1.8	-14	0.8	11	-1
29	c1ccc(COc2ccc(-c3csnn3)cc2)cc1	0.6	-38	0.4	4	-3
30	O=C1c2ccccc2C(=O)N1c1ccc(S(=O)(=O)N2CCN(c3ccccc3)CC2)cc1	-1.6	-46	-0.2	10	-7
31	C/C=C\C=C/C(=O)Nc1cccc(C2=NOC3(C2)C[C@H](C(N)=O)N(C(=O)c2ccc(OC)cc2)C3)c1 (stereo partly specified)	0.5	-14	1.1	8	-3
32	COC(=O)Nc1ccc(S(=O)(=O)N2CCC(C(=O)N3CCCC(C)C3)CC2)cc1 (stereo unspecified)	0.2	-7	5.9	-9	0
33	CCN1CCN(c2nc3c(c(=O)n(C)c(=O)n3C)n2Cc2cccc3ccccc23)CC1	-1.1	-22	-0.6	-7	2[fluorescence artefact?]
34	CCSc1ccccc1C(=O)N=C1NC(=O)CC2C(=O)NCCN12 (stereo unspecified)	-0.6	-14	7.2	18	-2
35	CC1=NN(c2ccccc2)C(=O)/C1=C/c1ccc[nH]1	2.4	3	1.5	8	15[fluorescence artefact?]
36	CC(=O)NN=C1CCC(c2ccccc2)CC1 (stereo unspecified)	0.8	-11	.	27	0[fluorescence artefact?]

cpd	KCC2 mod	MDM2 E3 inh	EBV gp42 inh	PERK inhibitor
25	-1.1	-7	-25	0.7
26	-0.11	-23	-16	0.0
27	0.69	-13	-3	-0.4
28	0.91	-4	-3	0.6
29	-0.12	-16	3	1.4
30	-0.23	2	-3	0.1
31	-0.28	15	-2	.
32	1.1	-25	-1	0.9
33	-1.1	9	-11	-0.3
34	0.93	-28	-27	0.9
35	0.088	4	13	0.0
36	-0.19	11	-19	0.2

(further entries)
cpd	mol	TNF death inh	Calpain2 inh	zVAD death inh	Rad51 HR inh	eIF4E-4G inh
37	COc1cc(NC(=O)CCCOc2ccc(Cl)cc2Cl)c(C(=O)O)cc1OC	1.1	-7	0.8	.	-8
38	Cc1cc(N2CCOCC2)nc2ccc(NC(=S)N3CCN(Cc4ccccc4)CC3)cc12	2.9	-125	0.7	20	3
39	Clc1ccc(OCCn2c(-c3ccco3)nc3ccccc32)cc1	0.4	-21	-0.6	-2	5
40	CN(c1ccccc1)S(=O)(=O)c1cccc(C(=O)NCCc2ccc(O)c(O)c2)c1	-2.6	12	42	-1	5
41	COC(=O)CN(C(=S)Nc1ccccc1)C1CC(=O)N(c2ccc(OC)cc2)C1=O (stereo unspecified)	-2.3	-20	-0.1	.	9
42	Cc1ccc2[nH]c3c(c2c1)CN(C(=O)CN1CCCc2ccccc21)CC3	3.3	-53	2.1	-8	-9
43	Cc1ccsc1/C=N/n1cnnc1	1.2	-22	-0.2	.	2
44	CCCc1cc(=O)[nH]c(SCc2nc3ccc([N+](=O)[O-])cc3[nH]2)n1	0.4	22	2.0	4	-3[fluorescence artefact?]
45	O=C(CSc1nc(-c2ccco2)cc(C(F)(F)F)n1)NCCc1ccccc1	0.8	-39	0.8	5	-1
46	CCOc1cc(/C=C2\NC(=S)N(c3c(C)n(C)n(-c4ccccc4)c3=O)C2=O)ccc1O	-4.3	27	-0.1	9	-13[fluorescence artefact?]
47	CC(=O)C1=C(C)NC(SCC(N)=O)=C(C#N)C1c1sccc1C (stereo unspecified)	1.1	-9	-0.3	-2	1
48	O=C(NCc1ccco1)c1cccc(S(=O)(=O)N2CCCCC2)c1	-0.7	15	0.0	-8	3

cpd	KCC2 mod	MDM2 E3 inh	EBV gp42 inh	PERK inhibitor
37	-1.8	6	2	2.7
38	-1.7	0	-1	0.9
39	-0.059	-16	-9	-1.0
40	-0.14	-11	-2	-1.3
41	1.1	4	-20	1.1
42	0.61	-12	10	-0.2
43	0.24	-5	-17	1.4
44	-1.4	-6	9	0.8
45	-0.048	2	10	-0.4
46	0.18	-1	-79	0.6
47	-0.86	0	-19	-0.3
48	0.75	0	-7	0.1
